MITF TRPM1 inh: inhibitors of MITF-dependent TRPM1 promoter reporter, primary screen, cell-based, SK-MEL-5, single point, luciferase; SK-MEL-5 TRPM1 promoter luciferase, 24 h; inhibition, % at 12.5 µM; 0.83% of 330,000 active; AID 488899, 2010;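 active = mean inhibition across replicates of 60% or more, whatever share of single replicates reaches that level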; also: values of inactives mirror those of a sister screen read the other way
NR2E3 ag-1: NR2E3 agonists in two-hybrid cells, primary screen, cell-based, luminescence, CHO-S, Gal4-NCOR/VP16-NR2E3 | 0.35% of 360,000 active | luciferase | AID 602229, 2012 | Photoreceptor-specific nuclear receptor (Homo sapiens), Q9Y5X4 | inhibition of corepressor binding, % at 3.98 µM;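 active = inhibition above the mean of all tested compounds plus 3 SD, cut at about 70% in these data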;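 also: 0% = DMSO with NR2E3 transfected cells and 100% = cells lacking NR2E3 construct; higher means lower luciferase signal from less NR2E3 corepressor binding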
Target sequence (Q9Y5X4 whole entry, looked up, the tested form may be a part): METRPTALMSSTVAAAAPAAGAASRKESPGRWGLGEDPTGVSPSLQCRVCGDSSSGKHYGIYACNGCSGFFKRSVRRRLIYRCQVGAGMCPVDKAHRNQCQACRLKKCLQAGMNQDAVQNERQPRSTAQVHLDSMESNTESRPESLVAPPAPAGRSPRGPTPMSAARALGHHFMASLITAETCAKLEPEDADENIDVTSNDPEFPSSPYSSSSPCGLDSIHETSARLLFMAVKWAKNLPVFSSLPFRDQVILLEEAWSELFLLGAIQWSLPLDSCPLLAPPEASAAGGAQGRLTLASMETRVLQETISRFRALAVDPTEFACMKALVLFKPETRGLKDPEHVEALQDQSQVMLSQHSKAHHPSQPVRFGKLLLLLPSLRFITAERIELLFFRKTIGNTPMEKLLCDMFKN
Peg3 promoter: Peg3 promoter-driven luciferase inhibitors, primary screen, cell-based, HeLa, luciferase luminescence. HeLa PEG-Prom luciferase reporter, overnight. inhibition, % at 20 µM. 1.7% of 360,000 active;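 active = inhibition of at least 50% at 20 µM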
NR2E3 ag-2: inhibitors of NR2E3-RetCOR corepressor binding, primary screen, NR2E3 agonist project, biochemical, TR-FRET, GST-NR2E3, biotin-RetCOR | Photoreceptor-specific nuclear receptor (Homo sapiens), Q9Y5X4 | 0.12% of 320,000 active | 1536-well | AID 2300, 2010 | inhibition of corepressor binding, % at 4.78 µM;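 active = percent inhibition above the cutoff of mean plus 3 SD of all tested compounds, set per screening campaign, cut at about 20% in these data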;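 also: 0% = DMSO wells and 100% = biotin wells as full block of FRET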
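System: GST-tagged NR2E3 plus biotinylated RetCOR corepressor; Amount: 1.35 nM GST-tagged NR2E3 final; Dosing: single nominal compound dose of 4.8 µM; Schedule: 5 h incubation at 4 °C; Technique: TR-FRET with europium anti-GST and streptavidin-D2, 340 nm excitation; Controls: biotin wells as high control, 0.6% DMSO wells as low control.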
CF NFkB inh: inhibitors of PAF-induced NF-kB signaling, primary screen, cell-based, GFP fluorescence, uHTS; KKLEB NF-kB-GFP reporter, GFP fluorescence overnight; inhibition, % at 5 µM; 0.86% of 360,000 active;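 active = at least 50% inhibition at 5 µM, scaled per plate between neutral and stimulator controls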;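 also: PAF is a Pseudomonas aeruginosa culture filtrate used as stimulus; plate controls were PAF-stimulated DMSO wells for no effect and unstimulated DMSO wells for full effect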
aDG glyco act: activators of alpha-DG glycosylation, primary screen, uHTS, Pro5-aDG cells, AlphaScreen; AID 624168, 2012; 0.22% of 360,000 active; activation, % at 10 µM; alpha-DG glycosylation AlphaScreen (IIH6); 0% Pro5, 100% B10-LARGE cell signal;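 active = activation of at least 8% versus controls, or a plate z-score of at least 8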;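 also: Pro5 are CHO cells carrying HIG-tagged alpha-DG that lacks glycosylation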
KKLEB cytotox: cytotoxicity in KKLEB CF airway cells, primary screen, cytotoxicity control for CF NF-kB inhibitor project, cell-based, uHTS, fluorescence assay plates; KKLEB CF airway cells viability, ATPlite luminescence, overnight; hits give low values; cells stimulated with P. aeruginosa culture filtrate; activity change (cytotoxicity), % at 5 µM; 0.36% of 360,000 active; AID 602141, 2011;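 active = corrected activity change at or below -50% at 5 µM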
TWEAK Fn14 block: inhibitors of TWEAK-Fn14 signaling, primary screen, luciferase reporter cells, uHTS; TWEAK-stimulated Fn14 reporter cells, luciferase luminescence, 8 h; inhibition, % at 10 µM; 2% of 360,000 active; in the data active = inhibition above about 50%
hiPSC survival: enhancers of single-cell hiPSC survival, primary screen, ATPlite luminescence. AID 602274, 2012. 100% = ROCK inhibitor wells, 0% = DMSO. survival enhancement, % at 20 µM. 0.044% of 360,000 active; in the data active = survival enhancement above about 18%;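 also: cells exposed to compounds for 16 hours before the ATP read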
Shn3 3UTR inh: reduction of Shn3 3'UTR firefly luciferase signal, primary screen, Schnurri-3 inhibitor project, cell-based, Clone20 osteoblasts, set 2. inhibition, % at 12.5 µM. 0.52% of 360,000 active. Clone20 osteoblast Shn3 3'UTR firefly luciferase, 24 h;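 active = mean inhibition of at least 75% with every replicate also reaching 75%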;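 also: 0% = median of neutral control wells and 100% = pilot-screen positive control compound; some compounds past the cut are filed as inactive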
HIF-2a block: HIF-2a reporter inhibitors, primary screen, luminescence, 786-0 RCC cells; inhibition, % at 18.8 µM; 786-0 RCC cells HIF-2a reporter, luciferase luminescence, overnight; 0.72% of 360,000 active; AID 624352, 2012;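 active = inhibition of the luminescence signal of 40% or more relative to plate controls, in a single-dose primary screen at 18.75 µM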
* = called active by the depositor; . = not tested or not shown.

SMILES	MITF TRPM1 inh	NR2E3 ag-1	Peg3 promoter	NR2E3 ag-2	CF NFkB inh	aDG glyco act	KKLEB cytotox	TWEAK Fn14 block	hiPSC survival	Shn3 3UTR inh	HIF-2a block
Cc1csc(NC(=O)c2cc(C)on2)n1	-52	-129	-177	2	-2	-0.2	-3	27	2.3	-73	-154
Cn1c(=O)c2c(nc(Sc3ncnn3CC(=O)N3CCOCC3)n2C)n(C)c1=O	2	-11	1	0	-16	0.1	0	-4	-0.7	1	23
CCOC(=O)C1CCCN(C(=O)CCNC(=O)Cn2ccc3ccccc3c2=O)C1 (stereo not drawn)	-1	-14	9	0	-10	-0.1	17	1	-0.3	-9	9
Cc1cc(-c2ccco2)n(CC(=O)NCCN(C)C)n1	6	3	4	1	5	-0.1	-1	-16	0.6	16	9
O=C(CCn1c(=O)oc2ccccc21)N1CCN(c2ccccc2F)CC1	6	1	6	-3	7	0.0	5	-10	-0.1	12	1
CSc1nncc(-c2ccccc2)n1	-8	-20	-12	5	-7	0.0	5	-3	0.6	7	-39
O=C(NC1CCCCCC1)c1[nH]c(C(F)(F)F)nc1-c1ccccc1	.	4	5	.	12	-0.3	-9	-9	-2.6	71	-9
O=C1c2ccccc2C(=O)N1CC1CCCO1 (stereo not drawn)	-1	-26	17	1	12	-0.3	-4	-2	-1.3	-11	5
Cc1ccc(NC(=O)c2ccc3ccccc3n2)cc1S(=O)(=O)N1CCOCC1	-1	-22	20	8	6	-0.3	-11	7	-0.1	3	-51
Cn1cc(CNC(=O)c2sc3cccc(Cl)c3c2Cl)cn1	-9	16	2	-1	-9	0.3	-18	0	-1.6	-3	7
CCCOC(=O)c1ccc(Oc2cn[nH]c2-c2ccc(OCC(=O)NN)cc2O)cc1	10	-33	2	-4	-9	-0.1	13	3	-0.4	21	17
COCCCNc1nc2ccccc2nc1NS(=O)(=O)c1cccc(Cl)c1	-4	8	13	1	-22	-0.1	2	7	1.5	14	-11
Cc1ccc2c(c1)C(c1ccccc1)N(C(=O)c1cccc([N+](=O)[O-])c1)CC(=O)N2 (stereo not drawn)	1	-22	4	-1	-5	-0.4	-7	5	0.2	-28	11
CCN(Cc1cccc(OC)c1)CC1CCCN(CCc2cccc(OC)c2)C1 (stereo not drawn)	-9	-22	1	1	-1	0.0	5	-7	0.6	8	5
COc1ccc(C(=O)C(=NN)c2ccccc2)cc1	.	-93	-200	.	12	-0.2	-7	-23	-1.5	-2	-178
Cc1cccc(NC(=O)c2ccc(N(C)C3CCCCC3)c([N+](=O)[O-])c2)n1	-4	19	-64	0	-9	-0.2	6	49	-1.7	-6	-143
CCN(CC(=O)Nc1ccccc1C(F)(F)F)C(=O)c1ccccc1Cc1ccccc1	12	3	11	-4	6	0.1	-8	-23	-0.5	-1	7
CCCC1(c2ccsc2)NC(=O)NC1=O (stereo not drawn)	-6	7	-8	.	-19	0.2	16	-8	-0.4	9	-2
COc1ccccc1N1CCN(c2ncnc3sc(C)c(-c4ccccc4)c23)CC1	23	-2	46	2	37	0.0	-16	18	1.1	22	9
Cc1ccc2c(=O)[nH]c(Cc3ccccc3C(=O)O)nc2c1	12	-11	-4	3	4	0.5	-1	24	-0.2	-2	17
Cc1nc2oc3c(NCC4CCCO4)ncnc3c2c2c1COC(C)(C)C2 (stereo not drawn)	5	-8	31	3	-1	0.1	-3	14	-1.8	-2	11
Cn1cccc1/C=C1\SC(=S)N(NC(=O)c2ccc(Cl)cc2)C1=O	-6	4	-22	0	-21	0.0	9	3	0.9	-8	10
CC(Oc1ccc(Br)cc1)C(=O)NCC(C)(C)N1CCOCC1 (stereo not drawn)	2	12	3	0	-10	0.0	12	-5	-0.6	-1	12
CC(C)(C)C1CCC(=NNc2ccc(S(N)(=O)=O)cc2[N+](=O)[O-])CC1 (stereo not drawn)	-7	-15	-39	-2	8	0.1	8	5	2.6	5	-37
COC(=O)[C@@]12CCCCN1[C@H](c1ccc(SC3CCCCC3)cc1)[C@@H]1C(=O)N(C)C(=O)[C@@H]12	1	-32	15	-2	25	-0.3	-3	7	-1.9	22	2
O=C(CN(Cc1ccccc1)C1=NCCS1)c1ccc(Cl)cc1	5	1	-12	5	16	0.3	-12	-5	2.2	1	4
CC(C)NOC(=O)c1ccc(Cl)cc1	-3	-22	20	7	17	0.1	-6	-16	-0.4	-25	8
COc1cc(/C=N/Nc2nc(=O)[nH]nc2C)cc([N+](=O)[O-])c1O	-1	-4	2	-5	8	0.0	12	-7	-0.5	-7	16
O=S(=O)(c1ccc2ccccc2c1)N1CCN(C(=S)Nc2ccc(F)c(Cl)c2)CC1	13	-16	28	-1	6	0.6	4	29	-1.3	33	-7
C[C@@H]1CN([C@@H](C)CO)C(=O)c2cc(NC(=O)Nc3cccc4ccccc34)ccc2O[C@@H](C)CCCCO[C@H]1CN(C)C(=O)c1ccccc1	.	-11	7	.	-12	0.1	4	7	-1.6	17	15

Given bar-delimited: part of the list above
canonical_smiles | MITF TRPM1 inh | NR2E3 ag-1 | Peg3 promoter | NR2E3 ag-2 | CF NFkB inh | aDG glyco act | KKLEB cytotox | TWEAK Fn14 block | hiPSC survival | Shn3 3UTR inh | HIF-2a block
Cc1nc2oc3c(NCC4CCCO4)ncnc3c2c2c1COC(C)(C)C2 (stereo not drawn) | 5 | -8 | 31 | 3 | -1 | 0.1 | -3 | 14 | -1.8 | -2 | 11
Cn1cccc1/C=C1\SC(=S)N(NC(=O)c2ccc(Cl)cc2)C1=O | -6 | 4 | -22 | 0 | -21 | 0.0 | 9 | 3 | 0.9 | -8 | 10

Part of the list above in another layout:
Value order – MITF TRPM1 inh, NR2E3 ag-1, Peg3 promoter, NR2E3 ag-2, CF NFkB inh, aDG glyco act, KKLEB cytotox, TWEAK Fn14 block, hiPSC survival, Shn3 3UTR inh, HIF-2a block
CC(Oc1ccc(Br)cc1)C(=O)NCC(C)(C)N1CCOCC1 (stereo not drawn)
 : 2, 12, 3, 0, -10, 0.0, 12, -5, -0.6, -1, 12
CCN(CC(=O)Nc1ccccc1C(F)(F)F)C(=O)c1ccccc1Cc1ccccc1
 : 12, 3, 11, -4, 6, 0.1, -8, -23, -0.5, -1, 7

Remaining list, next part
SMILES	MITF TRPM1 inh	NR2E3 ag-1	Peg3 promoter	NR2E3 ag-2	CF NFkB inh	aDG glyco act	KKLEB cytotox	TWEAK Fn14 block	hiPSC survival	Shn3 3UTR inh	HIF-2a block
N#C/C(=C/c1cccs1)c1nc2ccccc2[nH]1	-2	-82	-240	-8	-18	-0.1	8	4	-0.9	-33	-206
COc1ccc(S(=O)(=O)N2CCCCCC2)cc1NC(C)C(=O)Nc1ccc(NC(C)=O)cc1 (stereo not drawn)	.	-23	-6	.	-3	-0.1	10	-15	-1.1	-7	9
CCOc1ccc2nc(NC(=O)C3=NNC(=O)CC3)sc2c1	-36	-53	-134	-5	8	1.3	3	-27	-0.6	-25	-114
CCNC(=S)Nc1cc(OCC)c(N2CCOCC2)cc1OCC	-2	-3	13	0	-2	0.0	-3	-5	-0.4	-1	8
CCOC(=O)c1c(NC(=O)COC(=O)c2ccc(C)s2)sc2c1CC(C)(C)NC2(C)C	8	0	6	4	18	0.1	-28	-9	-0.4	9	0
Nc1nc(-c2ccco2)nn1C(=O)c1ccccc1	-10	-16	3	4	12	0.3	-8	-11	0.6	-26	8
CCCCN(CCCC)CCCNC(=O)Cn1cc2c(n1)-c1c(oc(C(=O)N3CCCC3)c1C)CC2	-20	1	-32	2	11	-0.1	9	12	0.8	-3	7
N#CC1=C(N)Oc2cc3c(cc2C1c1ccc(Cl)cc1)OCO3 (stereo not drawn)	8	-24	38	5	-10	0.5	-4	1	-2.0	3	11
CN(C)S(=O)(=O)c1cccc(C(=O)N=C2N=C3C=CC(Cl)=CN3Cc3ccccc32)c1	-27	-67	-139	0	-1	0.1	2	-37	-0.3	-86	-308
Cc1ccc(S(=O)(=O)N2[C@@H](c3ccc(F)cc3)C(C(=O)O)=CC[C@H]2c2ccc(Cl)cc2)cc1	-1	-21	16	5	14	-0.1	0	5	-1.3	5	9
CCN(CC)C(=O)Cn1cc(S(=O)(=O)CC(=O)NCc2ccc(C)cc2)c2ccccc21	-5	-23	3	-2	-31	0.2	8	-3	0.5	-5	9
CN(Cc1cn(Cc2ccc(F)cc2)nn1)C1CN(Cc2cn(Cc3ccc(F)cc3)nn2)S(=O)(=O)C1 (stereo not drawn)	.	-11	.	.	.	-0.1	.	-2	0.4	.	0
CC(=O)c1ccc(NC(=O)CN2CCN(S(=O)(=O)c3ccc4c(c3)OCCO4)CC2)cc1	.	-38	2	.	-20	0.1	-1	3	-0.7	9	-5
O=C(CCC1CCCCC1)Nc1c[nH]c(=O)[nH]c1=O	7	-16	4	1	-4	-0.2	-3	-4	-0.5	2	-3
Cc1ccc(NC(=S)NC2CCCC2)c(C)c1	6	6	-36	0	-11	-0.1	8	10	-0.7	-5	-39
CC(=O)C1=C(O)C(=O)N(c2ccccn2)C1c1ccccc1[N+](=O)[O-] (stereo not drawn)	19	-14	7	1	11	0.3	7	5	-0.3	1	7
Cn1cnc2c(cnn2C)c1=N	-4	-4	7	.	17	0.2	-7	-10	1.1	-4	8
CC1CCCCN1CCCNC(=O)c1ccc2c(=O)n(CCc3ccccc3)c(=O)[nH]c2c1 (stereo not drawn)	-8	-23	-12	3	10	0.1	-6	-38	-0.5	-11	-1
O=C(COc1ccc(Cl)cc1)NNC(=O)c1ccccc1C(=O)O	4	-25	9	.	2	-0.3	1	0	-0.5	-20	-3
Cc1oc2cc3oc(=O)c(CCC(=O)NCCCN4CCOCC4)c(C)c3cc2c1C	-29	-4	-94	2	-7	0.5	8	-3	4.9	21	-115
OCCNC(=S)Nc1ccc2c(c1)OCCO2	-9	-14	-10	-2	-9	0.1	4	9	0.8	10	8
CCN(CC)S(=O)(=O)c1ccc(Cl)c(NC(=O)COC(=O)c2ccc([N+](=O)[O-])o2)c1	-4	-14	14	0	-1	0.2	5	4	-0.6	21	5
COc1cccc(NC(=O)C(c2ccccc2)N2CCN(c3ccccn3)CC2)c1 (stereo not drawn)	4	-4	16	0	9	0.1	8	27	-0.2	1	21
O=C(COc1ccccc1)N/N=C/c1cc2c(cc1[N+](=O)[O-])OCO2	-12	5	-32	-3	-30	-0.1	22	-23	0.1	17	-64
Cc1ccc(NC2CCCN(C(=O)c3cnc4ccccn4c3=O)C2)cc1C (stereo not drawn)	3	-2	-15	0	3	-0.3	-4	-3	-0.6	-5	-12
Cc1ccc(CNC(=O)COC(=O)C2CCC2)cc1	14	-59	1	.	8	0.9	12	-16	2.8	-1	2

Compound activity from PubChem.
